TAG inh: triacylglycerol accumulation inhibition; 230,000 compounds, 0.66% hits; H9c2 cells, Nile Red lipid (TAG) fluorescence; cells loaded with 200 µM oleic acid; inhibition, % at 12.5 µM;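 active means pattern-corrected inhibition of lipid staining of at least 50% with the nuclear-stain viability signal not falling by more than 50%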;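 further: 0% = DMSO wells and 100% = triacsin C control wells; some results filed as inactive read as strong as hits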
TAG inh DAPI viability: second read-out of TAG inh, no call of its own (marks repeat the call); DAPI nuclei signal change (viability), lower = more cytotoxic, %;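 whole-well DAPI fluorescence read on a plate reader as a viability signal; minus 50 percent equals half of cells still viable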
An asterisk follows results filed as active; i = inactive; & = joins results of further samples. These rows are one share of the data; rates above refer to the full screens.

SMILES	TAG inh	TAG inh DAPI viability
O=C(CN1CCN(S(=O)(=O)c2ccc(F)c(F)c2)CC1)Nc1ccccc1C(=O)NC1CC1	4.1	-2.5
Cc1ccccc1OCCC(=O)NNC(=O)COc1cccc(F)c1	-5.0	3.2
CC1(c2ccccc2)NC(=O)N(CC(=O)Nc2ccc(Cl)c(S(=O)(=O)N3CCCCC3)c2)C1=O (configuration not stated)	-17.9	1.0
COC(=O)Cn1cnc2scc(-c3ccc(C)c(C)c3)c2c1=O	13.1	-8.9
CN1OC[C@@H]2CN(Cc3cc(Cl)cc(Cl)c3)[C@H](c3cccc(Oc4ccccc4)c3)C[C@@H]21	2.9	-19.5
N#CCN1CCCC(C(N)=O)C1 (configuration not stated)	-20.2	4.3
Nc1cc(C(F)(F)F)cc([N+](=O)[O-])c1N	-12.1	9.1
Cc1cc(=O)oc2cc(NC(=O)C3CC(=O)N(Cc4ccccc4)C3)ccc12 (configuration not stated)	7.2	6.5
CCC(=O)Nc1ccc(C(=O)COC(=O)Cc2ccsc2)cc1	-18.4	6.6
Cn1cc(CN2CCC(CO)CC2)c(-c2ccc(Oc3ccccc3)cc2)n1	10.1	7.2
CCCCNC(=O)C(=O)Nc1ccc2c(c1)N(S(=O)(=O)c1cccs1)CCC2	60.3*	-47.2*
C1CCN(c2nc(N3CCCCC3)nc(N3CCNCC3)n2)CC1	9.7	3.3
Cc1cc2occ(CC(=O)N(C)CC(=O)Nc3ccccc3Cl)c2cc1C	-21.0	2.4
CN(CC(=O)Nc1ccc2c(c1)OCCO2)S(=O)(=O)c1cccc2cccnc12	0.6	-6.1
COC(=O)CSc1n[nH]c(-c2ccncc2)n1	-4.4	-3.8

At a glance, part of the list above.
SMILES	TAG inh	TAG inh DAPI viability
O=C(CN1CCN(S(=O)(=O)c2ccc(F)c(F)c2)CC1)Nc1ccccc1C(=O)NC1CC1	4.1	-2.5
Cc1ccccc1OCCC(=O)NNC(=O)COc1cccc(F)c1	-5.0	3.2
CC1(c2ccccc2)NC(=O)N(CC(=O)Nc2ccc(Cl)c(S(=O)(=O)N3CCCCC3)c2)C1=O (configuration not stated)	-17.9	1.0

Next section
SMILES	TAG inh	TAG inh DAPI viability
CN(c1ccccc1)S(=O)(=O)c1cccc(NC(=O)COc2ccccc2)c1	-12.7	0.0
CC1(C)CC2CC(C)(CN2C(=O)c2cc(-c3ccccc3O)on2)C1 (configuration not stated)	7.9	-5.1
Cc1ccc([C@H]2C[C@H](O)[C@@H](n3cc(C4CC4)nn3)CN2Cc2cccs2)cc1	19.7	-0.3
O=C(O)CCC(=O)N1CCN(c2ncccn2)CC1	-2.9	-10.2
COCCN(C(=O)CC1C(=O)NCCN1Cc1ccc(-c2ccccc2)cc1)C(C)C (configuration not stated)	-2.0	-1.3
CCOC(=O)C(CC)(CC)C(=O)/C=C/c1cccc(Br)c1	9.5	-8.5
CSCCCNC(=O)c1ccccc1OC1CCN(S(C)(=O)=O)CC1	1.5	-1.1
C=C(C)Cn1c(N2CCN(c3ccc(OC)cc3)CC2)nc2c1c(=O)n(C)c(=O)n2C	-31.0	5.0
Fc1ccccc1N1CCN(CCCNc2ccc3nncn3n2)CC1	8.4	-16.7
CN1C(=O)NC(NC(=O)C2CCCCC2)(C(F)(F)F)C1=O (configuration not stated)	2.2	-8.3
O=C(O)c1cc(-c2ccc(Cl)cc2)n(-c2ccccc2)n1	-5.1	4.6
Cc1ccc(C2N(c3ccc(F)cc3)C(=O)C3CCCN32)cc1 (configuration not stated)	-13.4	-2.0
Cc1sc2nc(COC(=O)c3cccc(S(=O)(=O)N(C)c4ccccc4)c3)[nH]c(=O)c2c1C	7.7	1.2
CCOC(=O)N1CCC(N(CCN(C)C)C(=S)Nc2ccc(F)c(Cl)c2)CC1	0.6	-0.6
CCN(C[C@H]1N[C@@](C)(C(=O)OC)[C@H]2C(=O)N(Cc3ccccc3)C(=O)[C@@H]12)S(=O)(=O)c1ccc(OC)cc1	-1.8	2.3
CCCS(=O)(=O)NC(=O)C1(C)CCCN(C(=O)c2cc(F)ccc2C)C1 (configuration not stated)	-2.0	6.7
O=C(Cc1ccccc1)NNC(=O)C1CCCC1	-2.9	3.6
CC(=O)c1cnc(Nc2nc(C)c3ccc(C)cc3n2)nc1C	14.7	-0.1
CCOc1ccc(CN2CCCC(CO)(Cc3ccccc3F)C2)cc1 (configuration not stated)	-15.9	2.8
COc1cccc(-n2c(C)c3c(OC)cccc(=O)c3c2C)c1	-17.1	11.5
OCCN(CCO)CC(O)COc1ccc(Br)cc1 (configuration not stated)	16.5&-8.0	-8.9&8.9
CCOC(=O)N1CCc2c(sc(NC(=O)CN3CCOCC3)c2C#N)C1	-4.8	0.1
COc1ccc(-c2nc(CS(=O)(=O)CC(=O)NCc3ccccc3Br)c(C)o2)cc1	-12.8	5.7
Cc1ccn2c(Cc3ccccc3)c(-c3ccc(Br)cc3)nc2c1	-9.6	6.3
CC(C)(C)c1cc(CN2CCOCC2)c(C(=O)O)o1	2.3	3.6
CC(C)(C)NC(=O)C(c1ccccn1)N(C(=O)c1csnn1)C1CCCC1 (configuration not stated)	-9.8	9.6
CCCCc1cn(C[C@H]2CC[C@@H]([C@@H]3CC[C@H](Cn4cc(CCCC)nn4)O3)O2)nn1	16.7	-6.5
CCN(CC)c1ccc(S(=O)(=O)N2CCCCC2)cc1NC(=O)C1CCC1	-11.8	-0.8
COC(=O)C1CCN(CC(=O)Nc2ccc(C(=O)Nc3ccccc3OC)cc2)CC1	0.0	-0.4
COc1ccc(CCN(C)C(=O)C2CCCN(Cc3ccc(OC)c(OC)c3)C2)cc1OC (configuration not stated)	8.7&-0.6	-0.4&-5.0
CCN(C(=O)COC(=O)C1CC1)c1c(N)n(Cc2ccccc2)c(=O)[nH]c1=O	10.8	-4.9
O=S(=O)(c1ccccc1)N1CCN(C2CCN(Cc3ccccc3)CC2)CC1	0.8	1.8
CC1(C)Cc2c(c(N3CCCCC3)[nH]c(=S)c2C#N)CS1	-6.7	-4.4
CNC(=O)NC(=O)C(OC(=O)CCNS(=O)(=O)c1ccccc1)c1ccccc1 (configuration not stated)	3.2	-2.3
C(=NN=Cc1c[nH]c2ccccc12)c1c[nH]c2ccccc12	4.8	-1.6
O=C(CCNC(=O)c1ccc(Br)cc1)Nc1ccc(S(=O)(=O)N2CCOCC2)cc1	-12.8	6.5
O=C(CNS(=O)(=O)c1ccccc1F)OCC(=O)c1c[nH]c2ccccc12	-15.7	3.3
COc1cccc(C(=O)OC(C)C(=O)NCC2CCCCC2)c1 (configuration not stated)	0.2	0.7
CCOC(=O)c1sc(NC(=O)c2ccc(C)s2)cc1C	-2.1	13.5
Cc1ccc(OCCn2c(=O)oc3ccc(C)cc32)cc1	2.7	-3.3
NC(=O)CSc1n[nH]c(-c2ccco2)n1	-0.7	0.0
COc1ccc(C(=O)[C@H]2[C@H]3C(=O)N(c4ccc(OC(C)=O)cc4)C(=O)[C@H]3C3C=CC=NN32)cc1 (some centres not stated)	2.9	5.5
Cn1c(NCCc2ccncc2)nc2cc(-c3ccccc3)sc2c1=O	11.5	5.1
OCC1CCN(Cc2cn(Cc3ccccc3)nc2-c2cc3ccccc3o2)CC1	1.8	13.4
CC(=O)Nc1ccc(NC(=O)c2c([N+](=O)[O-])cnn2C)cc1	-3.9	3.7
COc1cc(S(=O)(=O)Nc2ccc3cn[nH]c3c2)ccc1Cl	11.4	-13.0
Cc1ccc(C(=O)NCCCn2ccnc2)o1	-2.7	-2.8
CCN(CCO)c1ccc(NC(=S)Nc2cccc(S(=O)(=O)N(C)C)c2)cc1	4.7	-5.7
Cc1cc(C)c(S(=O)(=O)NCC(c2ccco2)N2CCc3ccccc3C2)c(C)c1 (configuration not stated)	-16.9	-2.7
O=C(CN1CCN(S(=O)(=O)c2ccc(F)cc2)CC1)NC1CCCC1	9.3	-8.8
COc1ccc(C(=O)NCC(=O)N/N=C(\C)c2ccco2)cc1OC	-4.1	6.7
CCOc1ccc(NC(=O)CN(C)C(=O)c2ccc(C3SCCS3)cc2)cc1OCC	7.0	3.7
CCSc1nc2ccccc2c(=O)n1Cc1ccc(F)cc1	-18.1	-9.7
CCN(CC)C(=O)C1CCCN(C(=O)c2ccc3nc(-c4cccc(OC)c4)oc3c2)C1 (configuration not stated)	-1.2	-6.8
Cc1ccc(S(=O)(=O)NCN2C(=O)c3ccccc3C2=O)cc1	0.5	-10.9
CSCC(=O)NC1CCCN(C2Cc3ccccc3C2)C1 (configuration not stated)	-2.6	3.1
CCCS(=O)(=O)NC(=O)C1(C)CCCN(C(=O)c2c(F)cccc2F)C1 (configuration not stated)	-10.4	12.0
CCOC(=O)C1CCN(C(=O)CN(c2cc(Cl)ccc2OC)S(=O)(=O)c2ccccc2)CC1	-3.7	1.1
CCc1nc2c(OCc3ccc(C(=O)OC)cc3)cccn2c1N(C)C(=O)CC(C)C	-1.8	-6.2
O=[N+]([O-])c1cc2c(c(CSc3nnc(Nc4ccccc4)s3)c1)OCOC2	38.8	-3.0
(cont.)
SMILES	TAG inh	TAG inh DAPI viability
Cc1cc(N(C)C(=O)c2ccc3c(c2)S(=O)(=O)c2cc(Cl)ccc2C3=O)c(C(F)(F)F)o1	1.0	4.2
Nc1ccc(Oc2cccc(Oc3ccc(N)cc3)c2)cc1	4.6	-2.8
O=S(=O)(Nc1ccccc1Cl)c1cccc2nsnc12	11.4	-4.6
CCn1c(N)c(C(=O)NCc2ccco2)sc1=S	3.7	6.1
Cc1ccccc1NC(=O)Cc1nc(COC(=O)c2ccc(Cl)c(S(N)(=O)=O)c2)cs1	2.3	7.8
CCC(=O)c1ccc(OCCN2CCOCC2)cc1	1.9	-4.2
O=C(C1CCN(S(=O)(=O)c2cnc[nH]2)CC1)N1CCc2ccccc2C1	-6.6	5.5
Cc1cc(NC(=O)CCN2CCN(C)CC2)ccc1Br	13.4	-3.5
CCOc1ccc(-c2noc(-c3cccnc3)n2)cc1OC	8.5	0.1
NC(=O)/C(=C/c1ccco1)NC(=O)/C=C/c1ccccc1	10.8	-6.7
CC(=O)N1CCC(N(CCN2CCOCC2)C(=S)Nc2ccc(C)c(C)c2)CC1	5.1	3.7
CC1=C(C)CC(C(=O)c2ccc(C)cc2)C(C(=O)O)C1 (configuration not stated)	-16.7	-17.7
CN(C)CCNC(=O)CNC(=S)N(CCCN1CCOCC1)Cc1cccs1	-9.2	11.3
CC(C)C(=O)Nc1nnc(SCC(=O)NC2CC2)s1	-5.1	-2.6
CCOC(=O)c1c(C)[nH]c(C)c1C(=O)COC(=O)Cc1ccc(OC)c(OC)c1	11.2	-11.5

3 entries already listed, sorted by SMILES length, lowest first.
SMILES	TAG inh	TAG inh DAPI viability
Cc1ccc(C(=O)NCCCn2ccnc2)o1	-2.7	-2.8
CN(CC(=O)Nc1ccc2c(c1)OCCO2)S(=O)(=O)c1cccc2cccnc12	0.6	-6.1
CN1OC[C@@H]2CN(Cc3cc(Cl)cc(Cl)c3)[C@H](c3cccc(Oc4ccccc4)c3)C[C@@H]21	2.9	-19.5

The listing picks up; the three compounds before the break are reprinted first.
SMILES	TAG inh	TAG inh DAPI viability
CN(C)CCNC(=O)CNC(=S)N(CCCN1CCOCC1)Cc1cccs1	-9.2	11.3
CC(C)C(=O)Nc1nnc(SCC(=O)NC2CC2)s1	-5.1	-2.6
CCOC(=O)c1c(C)[nH]c(C)c1C(=O)COC(=O)Cc1ccc(OC)c(OC)c1	11.2	-11.5
Cc1ccc(S(C)(=O)=O)cc1C(=O)Nc1ccc(S(=O)(=O)Nc2nccs2)cc1	-16.3	-1.1
CCOc1ccc(-n2c(N)c(-c3nc4ccccc4n3C)c3nc4ccccc4nc32)cc1	8.8	i
CC(C)c1ccc(C(C(=O)NC2CCCC2)N(C(=O)CNC(=O)c2ccco2)c2cccnc2)cc1 (configuration not stated)	10.0	-14.8
COc1cccc(-c2cnc(C(O)c3ccc(F)c(F)c3)[nH]2)c1 (configuration not stated)	0.5	12.6
O=C(NCc1cccnc1)c1cc(C2CCCN(C(=O)c3ccccn3)C2)on1 (configuration not stated)	-9.4	20.1
COC(=O)c1sc(-c2ccc(Cl)cc2)cc1NC(=O)COCC(=O)O	8.1	-0.3
C=CCSc1nc2sc3c(c2c(=O)[nH]1)CC(C)(C)OC3	-6.5	9.0
CC1CCCCC1NC(=O)C1CCN(C(=O)NC2CCCCC2)CC1 (configuration not stated)	28.5	-10.9
CNNC(=S)Nc1ccc(Cl)cc1	3.6	-8.1
Cc1onc(C(=O)N2CCC(C(N)=O)CC2)c1-c1ccccc1Cl	-2.9	4.1
NC1=NN=C(N2N=C(c3ccco3)CC2(O)C(F)(F)F)n2ncnc2C1 (configuration not stated)	-2.1	-8.0
Cc1cc(N2CCN(C)CC2)ccc1NC(=O)c1ccc(-c2ccc(Cl)cc2)o1	14.8	15.6
NC(=S)Nc1cccc2cn[nH]c12	0.3	4.6
Cc1ccccc1S(=O)(=O)NC(=O)C1(C)CCN1C(=O)Cc1cccs1 (configuration not stated)	-4.8	6.3
COc1ccc(C(C(=O)NCC2CCCO2)N(C(=O)CNC(=O)c2cccs2)c2ccc(C(C)=O)cc2)cc1OC (configuration not stated)	1.9	-7.4
Fc1cccc(-n2ncc(-c3nnnn3-c3ccccc3)c2C(F)(F)F)c1	-1.4	5.1
CCSCCOC(=O)C1=C(C)NC(=O)NC1c1ccccc1 (configuration not stated)	1.9	4.5
CN1CCn2cnc(C(=O)N3CCN(c4ccccc4)CC3)c2C1=O	-8.8	12.8
COc1ccccc1C(=O)NC(CCSC)C(=O)N1CCN(C(C)=O)CC1 (configuration not stated)	-15.4	-2.3
COc1ccc(/C=C/CN2CCC(Oc3ccc(C(=O)N4CCCCC4)cc3)CC2)cc1	16.8	14.0

Structures from the list above that contain a COOH group, in the order listed:
SMILES	TAG inh	TAG inh DAPI viability
O=C(O)CCC(=O)N1CCN(c2ncccn2)CC1	-2.9	-10.2
O=C(O)c1cc(-c2ccc(Cl)cc2)n(-c2ccccc2)n1	-5.1	4.6
CC(C)(C)c1cc(CN2CCOCC2)c(C(=O)O)o1	2.3	3.6
CC1=C(C)CC(C(=O)c2ccc(C)cc2)C(C(=O)O)C1 (configuration not stated)	-16.7	-17.7
COC(=O)c1sc(-c2ccc(Cl)cc2)cc1NC(=O)COCC(=O)O	8.1	-0.3
